Menin MLL FP TR: inhibitors of human menin-MLL interaction, mutant MLL peptide. O00255. Menin + Texas Red MLL mutant peptide, fluorescence polarization. Potency, µM (highest dose often 61.6 µM), inactives show at the highest dose FP activity change, negative = inhibition, usual class: inhibitors. actives 0.23% (n = 270,000). AID 1768; active = well fitted inhibition curve with a large enough effect in the polarisation, with a control signal flat, not every such curve was filed as active; inconclusive = small, poorly fitted or top-dose-only effect, or effect the other way, or a change in a side signal; inactive = no such curve, though single readings can be large or run the other way; the % refers to the polarisation; also: potency is read from the fitted curve at half-maximal effect; % of control where 0% means no effect; many of its hits are not listed in these tables
Target sequence (O00255 whole entry, looked up): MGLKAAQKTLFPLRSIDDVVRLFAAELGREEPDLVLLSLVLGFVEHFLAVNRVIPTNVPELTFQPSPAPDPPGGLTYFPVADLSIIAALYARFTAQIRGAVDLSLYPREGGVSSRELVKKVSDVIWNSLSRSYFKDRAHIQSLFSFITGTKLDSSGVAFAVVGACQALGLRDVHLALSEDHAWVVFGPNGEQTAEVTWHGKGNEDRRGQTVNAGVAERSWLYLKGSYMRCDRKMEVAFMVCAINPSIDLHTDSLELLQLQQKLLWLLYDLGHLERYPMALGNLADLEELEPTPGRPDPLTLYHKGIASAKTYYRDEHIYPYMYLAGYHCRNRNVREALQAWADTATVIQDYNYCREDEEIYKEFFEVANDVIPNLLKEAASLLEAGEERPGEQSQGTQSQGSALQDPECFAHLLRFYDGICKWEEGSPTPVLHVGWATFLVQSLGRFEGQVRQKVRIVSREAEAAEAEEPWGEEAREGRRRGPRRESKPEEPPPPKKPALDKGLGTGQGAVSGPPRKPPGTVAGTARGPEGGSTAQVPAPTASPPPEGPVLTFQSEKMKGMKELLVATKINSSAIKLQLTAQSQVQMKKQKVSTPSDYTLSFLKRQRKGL
PKM2 activator: PKM2 (human) enzyme activation. P14618. purified PKM2, Kinase-Glo ATP luminescence, activation; response scale: 0% is enzyme alone, no compound. Potency, µM (highest dose often 57.5 µM), for inactives: top-dose activation, hits mostly activators. actives 0.34% (n = 260,000); active = well fitted activation curve with a large enough effect; inconclusive = small, poorly fitted or top-dose-only effect; inactive = no such curve, though single readings can be large or run the other way; also: potency is read from the fitted curve at half-maximal effect; % is scaled to controls: 0 for no effect and ±100 for the full control effect; nearly all actives have a fitted effect of over 55% in size
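Purified hPK-M2 (>95% pure) converted ADP (0.1 mM final) to ATP with 0.5 mM PEP in 50 mM imidazole pH7.2, KCl, MgCl2, Tween 20, BSA; 1 h at room temperature. ATP detected by Kinase-Glo luminescence.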
Coupling enz: counter-screen for Giardia aldolase inhibitors: coupling enzyme system | coupling enzyme system counterscreen, AmpLite Red fluorescence | activity change, negative = inhibition, % at 58.2 µM, hits read low | actives 0.67% (n = 290,000) | AID 2472; in the data active = activity change below about -30%; also: % is scaled to controls: 0 for no effect and ±100 for the full control effect
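Counterscreen of the coupled detection system alone, without aldolase: glyceraldehyde-3-phosphate coupling enzymes plus AmpLite Red readout. Compounds at 57.5 uM final, 10 min RT preincubation, 20 min RT reaction, fluorescence 525/598 nm.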
An asterisk follows results filed as active; ? = inconclusive; [ ] = dose if it differs, or a comment. This is a subset (hit frequency here may not be typical).

no. | canonical_smiles | Menin MLL FP TR | PKM2 activator | Coupling enz
1 | CCCCc1nc2c(c3c1C[C@H](C)OC3)CN(C(=O)COC)CC2 | -8%[11.7 µM] | -12%[11.5 µM] | 1
2 | Cc1ccc(S(=O)(=O)N2CCc3nc(-c4ccccc4)c4c(c3C2)CO[C@@H](C)C4)cc1 | -10%[11.7 µM] | 0%[11.5 µM] | -2
3 | CC(C)c1cccc2c([Si](C)(C)C)c3c(nc12)-c1cccc(=O)n1C3 | 1% | -10% | -2
4 | NC(N)=NCCC[C@H](NC(=O)CC1(CC(=O)N2CCN(C3c4ccccc4NC(=O)c4ccccc43)CC2)CCCC1)C(=O)NCCn1c(=O)n(-c2ccccc2)n(-c2ccccc2)c1=O (stereo partly drawn) | ? | -2% | 0
5 | CCC/C=C(\CCC)C(NS(=O)(=O)c1ccc(Cl)cc1)c1ccc(C(=O)OC)cc1 (stereo not drawn) | 17% | 2% | -6
6 | COc1ccc(-c2nc3c(c4c2C[C@H](c2ccccc2)OC4)CN(C(=O)NCc2ccco2)CC3)c(C)c1 | -14%[11.7 µM] | -5%[11.5 µM] | -2
7 | CCc1c2c(nc3ccc(OC)cc13)OC(CC)C2 (stereo not drawn) | -4% | 0% | 2
8 | COC(=O)c1ccc(C(NC(=O)OCc2ccccc2)/C(=C/[C@@H](C)C(=O)NCc2ccc(-c3ccccc3)cc2)c2cccnc2)cc1 (stereo partly drawn) | 11% | -1% | 2
9 | COC(=O)C1=C(C(=O)OC)[C@@H]2Nc3ccccc3[C@@]23C[C@@H](C(=O)OC)N(S(=O)(=O)c2ccc([N+](=O)[O-])cc2)C3=N1 | 2%[11.7 µM] | -5%[11.5 µM] | -2
10 | COC(=O)[C@@]1(Cc2ccc(OC)cc2)[C@H]2c3cc(C(=O)N4CCCC4)n(CCCNc4ncc(C(F)(F)F)cc4Cl)c3C[C@H]2CN1C(=O)c1ccccc1 | -7% | 0% | 1
11 | COC(=O)[C@@]1(C)C[C@@H]1[C@@H](NC(=O)[C@@]1(C)C[C@@H]1[C@@H](NC(=O)[C@@]1(C)C[C@@H]1[C@@H](NC(=O)[C@@]1(C)C[C@@H]1[C@@H](NC(=O)OCc1ccccc1)c1ccccc1)c1ccccc1)c1ccccc1)c1ccccc1 | 9% | -7% | 3
12 | COc1ccc(-c2nc3c(c4c2C[C@H](c2ccccc2)OC4)CN(C(=O)N[C@@H](C)c2ccccc2)CC3)c(C)c1 | -12%[11.7 µM] | -7%[11.5 µM] | -1
13 | CCCCc1cc2c(cn1)=C(OC(=O)c1ccco1)C(C)(OC(=O)CC)C(=O)C=2 (stereo not drawn) | 11%[11.7 µM] | -9%[11.5 µM] | -6
14 | COc1ccc(-c2nc3c(c4c2C[C@H](c2ccccc2)OC4)CN(C(=O)c2ccco2)CC3)c(C)c1 | ? | -5%[11.5 µM] | 0
15 | CCC1=C2CC[C@H]3C(=O)N(c4ccccc4)C(=O)[C@H]3[C@H]2[C@@]2(Cc3ccccc3)C(=O)N(CC(=O)OC)C(=O)N2C1=O | -2% | -4% | 4
16 | COC(=O)[C@@]1(Cc2ccccc2)[C@H]2c3cc(C(=O)N4CCCC4)n(Cc4c(CO)[nH]cc(C)c4=O)c3C[C@H]2CN1C(=O)c1ccccc1 | ? | 2% | -2
17 | COC(=O)[C@@]1(Cc2ccccc2)[C@H]2c3cc(C(=O)N4CCCC4)n(Cc4ccc(OC)c(OC)c4)c3C[C@H]2CN1C(=O)c1ccccc1 | ? | -2% | -2
18 | CCCn1c(-c2ccc(F)cc2)nc2c(N(C)CCN(C)C)nc(C)nc21 | -20% | -1% | 1
19 | CCCC[C@@H]1C[C@H]1C(NS(=O)(=O)c1cccc2cccnc12)c1ccc(-c2ccccc2)cc1 (stereo partly drawn) | 5% | 3% | 1
20 | CCCCc1cc2c(cn1)=C(OC(=O)C1CCCC1)C(C)(OC(=O)CC)C(=O)C=2 (stereo not drawn) | 1%[11.7 µM] | 5%[11.5 µM] | -4
21 | CC(C)=C1C(=O)C(c2ccccc2)=C2CN3C(=O)N(CCc4ccccc4)C(=O)[C@]3(C)[C@H]21 | 5% | -1% | 1
22 | CCN(CC)CCCCn1c(-c2ccccc2)nc2c(NCc3ccccc3)nc(C)nc21 | -8% | -8% | 1
23 | CCCn1c(-c2ccc(F)cc2)nc2c(N3CCN(C)CC3)nc(C)nc21 | -12% | 1% | 2
24 | COC(=O)c1ccc(C23CC2(C(NP(=O)(c2ccccc2)c2ccccc2)c2ccccc2)C3)cc1 (stereo not drawn) | -2% | 3% | 0
25 | CCC1=C2CC[C@H]3C(=O)N(c4ccccc4)C(=O)[C@H]3[C@H]2[C@@]2(C)C(=O)N(CC(=O)OC)C(=O)N2C1=O | -18% | -2% | 4
26 | CC(Cc1ccccc1)C(=O)NCC1CC1 (stereo not drawn) | 7% | 4% | 2
27 | COC(=O)c1ccc(C(NC(=O)OCc2ccccc2)/C(=C/[C@@H](C)C(=O)Nc2ccc(OC)cc2)c2cccnc2)cc1 (stereo partly drawn) | 6% | -1% | -2
28 | COC(=O)c1cccc(C23CC4(C2)[C@H](CN(CC2CCCCC2)[C@@H]4c2ccccc2)C3c2ccc(Cl)nc2)c1 (stereo partly drawn) | -3% | 0% | 0
29 | COC(=O)CCCC1=CC2=CC(=O)C(C)(OC(=O)c3cccs3)C(=O)C2=CN1C(CO)CO (stereo not drawn) | -17%[11.7 µM] | 7%[11.5 µM] | -11
30 | COC(=O)[C@H]1C[C@H]2CC[C@H](O)C[C@H]2N1Cc1c(F)cccc1Cl | -3% | 6% | -2
31 | COC(=O)C1=C(C(=O)OC)[C@@H]2Nc3ccccc3[C@@]23C[C@@H](C(=O)OC)N(S(=O)(=O)c2ccc(Br)cc2)C3=N1 | 4%[11.7 µM] | 2%[11.5 µM] | 2
32 | CCC(=O)N1C2=C(c3ccccc3[C@@H]1CC(=O)Nc1ccc3ccccc3c1)[C@@H]1C(=O)N(c3ccccc3)C(=O)[C@@H]1[C@H](C)C2 | ? | -10%[11.5 µM] | -2
33 | CCC[C@@H]1C[C@@]1(CCC)C(NC(=O)c1cccs1)c1ccc(Cl)cc1 (stereo partly drawn) | -9% | -1% | -2
34 | Cc1nc(Nc2ccccc2)c2nc(-c3ccccc3)n(CCN3CCOCC3)c2n1 | 3% | 3% | -1
35 | CCC[C@@H]1C[C@@]1(CCC)C(NS(=O)(=O)c1cccc2cccnc12)c1ccc(Cl)cc1 (stereo partly drawn) | 5% | -4% | -2
36 | C[C@H]1C2=C3C(CC[C@H]4C(OCc5ccc(F)cc5C(F)(F)F)OC[C@](C)([C@@H]34)N(C(=O)OC(C)(C)C)C2)C(CO)C1CO (stereo partly drawn) | -13% | 0% | -4
37 | COC(=O)c1ccc(C(/C=C/[C@@H](C)C(=O)N(C)Cc2ccccc2)NC(=O)OCc2ccccc2)cc1 (stereo partly drawn) | -14% | -2% | -1
38 | Cc1ccc2oc(=O)c3c4cc(O)c(O)cc4oc3c2c1 | ? | -2% | -2
39 | CCCn1c(C)nc2c(NC3CCCCC3)nc(C)nc21 | 1% | 0% | -1
40 | COC(=O)[C@@]1(Cc2ccc(F)cc2)[C@H]2c3cc(C(=O)N(C)C)n(Cc4ccc(C)o4)c3C[C@H]2CN1C(=O)c1ccccc1 | -14% | 7.1µM* | 1
41 | COC/C=C/C1=CC2=CC(=O)C(C)(OC(=O)c3cnc4ccccc4n3)C(=O)C2=CN1Cc1ccc2c(c1)OCO2 (stereo not drawn) | -16%[11.7 µM] | 3%[11.5 µM] | -6
42 | COCCN(CCOC)c1nc(C)nc2c1nc(-c1ccccc1)n2CCCN(C)C | 0% | 1% | 1
43 | COC(=O)[C@@]1(Cc2ccc(OC)cc2)[C@H]2c3cc(C(=O)N4CCCC4)n(Cc4cc(C)n(C)n4)c3C[C@H]2CN1C(=O)c1ccccc1 | ? | 0% | -1
44 | CCCCCCN(C(=O)CCCCCN1C(=O)NC(C2CCCCC2)C(C(=O)OCc2ccccc2)=C1C)C(C(=O)NCCCC)c1ccc(OCC(=O)OC)c(C(=O)OC)c1 (stereo not drawn) | -6% | 1% | 1
45 | CC(C)OCCCN1C=C2C(=O)C(C)(OC(=O)C3CCCC3)C(=O)C=C2C=C1c1ccsc1 (stereo not drawn) | -26%[11.7 µM] | 1%[11.5 µM] | -41*
46 | COC(=O)CNC(=O)C1(C)C=CC2(CCCCC2)N1C(C)=O (stereo not drawn) | 5% | -1% | -6
47 | COC(=O)[C@@]1(Cc2ccccc2)[C@H]2c3cc(C(=O)N4CCCC4)n(CC4CC4)c3C[C@H]2CN1C(=O)c1ccccc1 | -20% | 0% | 2
48 | COC(=O)c1ccc(C(NC(=O)OCc2ccccc2)/C(=C/[C@@H](C)C(=O)NCC2CC2)c2cccnc2)cc1 (stereo partly drawn) | 1% | -9% | 0
49 | O=C1c2ccccc2C(Cc2ccnc(F)c2)(Cc2ccnc(F)c2)c2ccccc21 | 27% | 0% | 3
50 | CCCn1c(C)nc2c(N(C)CCN(C)C)nc(C)nc21 | 0% | -6% | -3
51 | COC(=O)CCC(=O)OC1(C)C(=O)C=C2C=C(C3CC3)N(c3ccc(CO)cc3)C=C2C1=O (stereo not drawn) | -14%[11.7 µM] | 9%[11.5 µM] | -25
52 | CCCC1(C(=O)OC)C=C2C(=C(C(C)C)C(=O)C2C)CN1 (stereo not drawn) | 4% | -1% | -4
53 | CCCCNc1nc(C)nc2c1nc(-c1ccccc1)n2CCCN1CCCCC1C (stereo not drawn) | -10% | -3% | 1
54 | CCCCNc1nc(C)nc2c1nc(-c1ccccc1)n2CC1CCN(C)CC1 | -1% | -2% | 1
55 | CCCn1c(-c2ccc(F)cc2)nc2c(NCCCCN(CC)CC)nc(C)nc21 | ? | -3% | 2
56 | CC(=O)N1CC2(CC2)CC1c1ccccc1 (stereo not drawn) | 0% | -2% | 1
57 | CCCCc1nc2c(c3c1C[C@H](C)OC3)CN(C(=O)NCCc1c[nH]c3ccccc13)CC2 | 5%[11.7 µM] | -1%[11.5 µM] | 4
58 | COC(=O)c1ccc(C(NC(=O)OCc2ccccc2)/C(C)=C/[C@@H](C)C(=O)N(C)Cc2cccnc2)cc1 (stereo partly drawn) | -5% | 3% | 1
59 | Cc1cc(C(=O)N[C@@H](c2ccccc2)[C@]2(C)C[C@H]2[C@@H](C)C(=O)Nc2ccc3ccccc3c2)n(C)n1 | -3% | -2% | 3
60 | COC(=O)[C@@]1(Cc2ccc(F)cc2)[C@H]2c3cc(C(=O)N(C)C)n(Cc4ccc(C)c(F)c4F)c3C[C@H]2CN1C(=O)c1ccccc1 | 0% | 0% | 0

Going on with the list.
no. | canonical_smiles | Menin MLL FP TR | PKM2 activator | Coupling enz
61 | COC(=O)C1(Cc2ccccc2)C=C2C(=C(C(C)C)C(=O)C2C)CN1 (stereo not drawn) | -23% | 2% | -15
62 | CCC/C=C(\CCC)C(NS(=O)(=O)c1ccc(C(F)(F)F)cc1)c1ccc(-c2ccccc2)cc1 (stereo not drawn) | 0% | 0% | -4
63 | CNC(=O)C1(C)C=CC2(CCCCC2)N1C(C)=O (stereo not drawn) | -14% | 1% | -1
64 | CC(=O)N1C2(C=CC1(C)C(=O)NCc1cc(F)cc(C(F)(F)F)c1)CCCCC2 (stereo not drawn) | -25% | 3% | -5
65 | CCCCc1nc2c(c3c1C[C@H](C)OC3)CN(C(=O)N[C@H](C(=O)OC)C(C)C)CC2 | -4%[11.7 µM] | -4%[11.5 µM] | 0
66 | COC(=O)c1ccc(C(NC(=O)OCc2ccccc2)/C(=C/[C@@H](C)C(=O)NCc2nc3ccccc3n2C)c2cccnc2)cc1 (stereo partly drawn) | -1% | -7% | -5
67 | CC(Cc1ccccc1)C(=O)NCCc1c[nH]c2ccccc12 (stereo not drawn) | ? | 4% | 1
68 | CCC1=C2CC[C@H]3C(=O)N(CC)C(=O)[C@H]3[C@H]2[C@@]2(Cc3ccccc3)C(=NCC3CC3)OC(=O)N2C1=O | 0% | -9% | -1
69 | COCCNC(=O)C1(CC(C)C)C=CCN1C(=O)c1ccccc1 (stereo not drawn) | 1% | 1% | 2
70 | CNC1=C(Br)C(=O)c2ccncc2C1=O | 6% | -11% | -15
71 | Cc1nc(NCc2ccccc2)c2nc(-c3ccccc3)n(CCCN(C)C)c2n1 | -16% | 2% | 3

Complete entries, quoted from the list. Values in the order: Menin MLL FP TR | PKM2 activator | Coupling enz
CCC1=C2CC[C@H]3C(=O)N(CC)C(=O)[C@H]3[C@H]2[C@@]2(Cc3ccccc3)C(=NCC3CC3)OC(=O)N2C1=O is listed as 0% | -9% | -1
CC(=O)N1C2(C=CC1(C)C(=O)NCc1cc(F)cc(C(F)(F)F)c1)CCCCC2 (stereo not drawn) is listed as -25% | 3% | -5
COCCNC(=O)C1(CC(C)C)C=CCN1C(=O)c1ccccc1 (stereo not drawn) is listed as 1% | 1% | 2
CNC1=C(Br)C(=O)c2ccncc2C1=O is listed as 6% | -11% | -15
